FEN1 inh: qHTS Assay for the Inhibitors of Human Flap endonuclease 1 (FEN1); Recombinant FEN1 flap cleavage, fluorescence, 15 min; hit rate 0.35% among 390,000; AID 588795, 2011; P39748; Potency, µM (highest dose often 114 µM), without a hit: at the top dose activity change, negative = inhibition, most hits filed as inhibitors; further: nearly all actives have a fitted effect of over 65% in size
Target sequence (P39748 whole entry, looked up): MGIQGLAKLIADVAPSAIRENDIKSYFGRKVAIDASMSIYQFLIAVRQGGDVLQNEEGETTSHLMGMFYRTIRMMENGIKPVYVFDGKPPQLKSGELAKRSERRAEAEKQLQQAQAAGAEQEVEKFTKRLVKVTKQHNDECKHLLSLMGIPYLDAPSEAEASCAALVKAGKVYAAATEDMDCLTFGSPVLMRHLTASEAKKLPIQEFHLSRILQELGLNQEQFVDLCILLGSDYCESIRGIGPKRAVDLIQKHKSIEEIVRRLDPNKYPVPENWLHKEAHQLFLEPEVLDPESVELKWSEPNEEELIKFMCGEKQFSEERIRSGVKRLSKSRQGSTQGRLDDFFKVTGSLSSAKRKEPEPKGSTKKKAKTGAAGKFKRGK
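With each library titrated from low to high concentration, compounds met 10 nM FEN1 for 15 min at room temperature before 50 nM substrate was added; readings at 0 and 15 min fed four-parameter Hill curve fits.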
N370S GC mod: qHTS Assay for Inhibitors and Activators of N370S glucocerebrosidase as a Potential Chaperone Treatment of Gaucher Disease; Lysosomal acid glucosylceramidase (Homo sapiens), P04062; N370S GC spleen homogenate, 4MU-glucoside fluorescence; Potency, µM (titrated, usually from 59.4 µM), inactives show at the highest dose activity change, negative = inhibition, actives largely listed as inhibitors; hit rate 0.092% among 330,000; AID 2101, 2009;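 further: 0% = full enzyme activity and -100% = no enzyme basal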
KAT2A inh: qHTS Assay for Inhibitors of GCN5L2 | Histone acetyltransferase KAT2A (Homo sapiens), Q92830 | GCN5L2 HAT assay, ThioGlo1 CoA-SH fluorescence | Potency, µM (top dose mostly 58.9 µM), for the others: at the highest dose activity change, negative = inhibition, usual class: inhibitors | hit rate 0.21% among 390,000 | AID 504327, 2011
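Fluorescence readout, Ex340nm/Em540nm: ThioGlo1 (50uM final) reacts with free CoA thiol released as 20nM GCN5L2 acetylates H3(1-25) peptide (75uM) using acetyl-CoA (70uM). Compound and enzyme sat 15 min beforehand; 20 min room-temperature reaction.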
An asterisk follows results filed as active; ? = inconclusive; nt = no result given; & = joins results of further samples. The call rests on the fitted dose curve; in most records, active means well fitted curve in the direction sought with a large enough effect; inconclusive means small, poorly fitted or top-dose-only effect, or another doubt; inactive means no such curve, though single readings can be large; an effect the other way counts as inactive or inconclusive. Unless noted, on the % scale 0 is the no-effect control and ±100 the full control effect; potency means the concentration at half of the fitted maximal effect.

SMILES | FEN1 inh | N370S GC mod | KAT2A inh
O=C(NCCc1ccccc1)c1cc2ccccc2oc1=O | -3% | 3% | -1%
Cc1ccc(C(=O)NCC(=O)OCC(=O)c2c(N)n(C)c(=O)n(C)c2=O)cc1C | -9% | nt | 0%
COc1ccc(C(CNC(=O)COc2cc(C)c(Cl)c(C)c2)N2CCCCC2)cc1 (stereo not drawn) | -30%&-20% | ? | -6%&-4%
COc1ccc(OC)c(S(=O)(=O)n2cccn2)c1 | -14% | -9% | -1%
COCC(=O)N(Cc1cc2cc(OC)ccc2[nH]c1=O)c1ccc(C)cc1 | -7% | 10% | -9%
COc1cccc(C2C(C(=O)Nc3ccc(Cl)cc3)=C(C)Nc3c(C(=O)Nc4ccccc4)cnn32)c1OC (stereo not drawn) | -2% | nt | -10%
CCN(CC)CCNC(=O)c1cccc(NC(=O)C(=O)c2cc(Br)ccc2NC(C)=O)c1 | -13% | -3% | -12%
CC(=O)N1CCC(C(=O)Nc2ccc(S(=O)(=O)NCCc3ccccc3)cc2)CC1 | 6% | -10% | 1%
C[C@H](Nc1ncnc2sc3c(c12)CCC3)C(=O)O | 7% | 3% | 28%
CCCCN(CC)C(=S)Nc1ccc2nc(N3CCN(C)CC3)cc(C)c2c1 | -11% | -3% | 0%
COc1ccc(CNC(=O)C2CC(C)=CCC2C(=O)O)cc1 (stereo not drawn) | 3% | -9% | -1%
Cc1cc2oc(=O)cc(CN3CCOCC3)c2cc1O | 11% | -7% | 3%
COc1ccc(CNC(=O)CCc2c(C)c3ccc(OC)c(C)c3oc2=O)cc1OC | -5% | nt | -9%
CCOc1cc(C(c2c(C)[nH][nH]c2=O)c2c(C)[nH][nH]c2=O)cc(Cl)c1O | -19% | -3% | 16%
Cc1cc(C)c(C#N)c(SCC(=O)c2ccc(Cl)cc2Cl)n1 | 0% | 18% | -22%

Molecules listed so far that have an NH in an aromatic ring:
SMILES | FEN1 inh | N370S GC mod | KAT2A inh
COCC(=O)N(Cc1cc2cc(OC)ccc2[nH]c1=O)c1ccc(C)cc1 | -7% | 10% | -9%
CCOc1cc(C(c2c(C)[nH][nH]c2=O)c2c(C)[nH][nH]c2=O)cc(Cl)c1O | -19% | -3% | 16%

The main list resumes, starting three compounds before the break.
SMILES | FEN1 inh | N370S GC mod | KAT2A inh
COc1ccc(CNC(=O)CCc2c(C)c3ccc(OC)c(C)c3oc2=O)cc1OC | -5% | nt | -9%
CCOc1cc(C(c2c(C)[nH][nH]c2=O)c2c(C)[nH][nH]c2=O)cc(Cl)c1O | -19% | -3% | 16%
Cc1cc(C)c(C#N)c(SCC(=O)c2ccc(Cl)cc2Cl)n1 | 0% | 18% | -22%
CC(=O)Nc1ccc(S(=O)(=O)N2CCN(c3ccccn3)CC2)cc1 | -2% | 0% | -3%
COc1cc(NC(C)CCCN)c2ncccc2c1 (stereo not drawn) | ? | -16%&1% | -9%&-8%
CS(=O)(=O)Nc1cccc(-c2nc(Nc3ccc(F)cc3)c3ccccc3n2)c1 | nt | ? | -12%
COc1cc(/C=N/NC(=O)NC2CCCCC2)ccc1O | -3% | ? | -6%
CSc1ccc(CCNC(=O)c2ccc(-c3nc(COc4ccc(C)cc4)c(C)o3)cc2)cc1 | 0% | nt | -3%
O=C1Cc2cc([N+](=O)[O-])ccc2N1c1c(Cl)cccc1Cl | -1% | -18% | -11%
NC(=O)C1CCN(C(=O)CSc2nc3ccccc3s2)CC1 | -14% | 3% | -1%
CCN1C(=S)SC(=O)C1=C1C=C(C)N(CCO)C(C)=C1 | 3% | -7% | -1%
Cc1ccc2occ(C3N[C@H](C(=O)O)CS3)c(=O)c2c1 (stereo partly drawn) | 0% | 4% | -29%
COc1cc2c(cc1OC)CN(S(=O)(=O)c1cccs1)CC2 | 6% | 10% | -3%
COc1ccc(-c2c(C#Cc3ccsc3)c3cc(-c4ccc(OC)nc4)ccc3n2C)cc1 | 20% | nt | -6%
COC(=O)CSc1nc2nc(C)cc(C)n2n1 | -6% | 0% | -1%
CNc1ccc(Br)cc(C(=O)/C=C/c2cccc(Cl)c2Cl)c1=O | ? | 14% | -5%
O=[N+]([O-])c1ccc(NC(=S)NCCc2ccc(Cl)cc2)cc1 | -8% | -14% | -14%
CC(=O)N1CCN(c2ccc(NCc3ccc4c(c3)OCO4)cc2)CC1 | 5% | -23% | ?
CCOc1ccc(N2CC(c3nc4ccccc4n3CCOc3ccc(OC)cc3)CC2=O)cc1 (stereo not drawn) | ? | nt | -8%
COc1ccc(CSCC(=O)Nc2ccccc2)cc1[N+](=O)[O-] | 0% | 0% | -9%
Cc1ccc(S(=O)(=O)NNC(=O)NC23CC4CC(CC(C4)C2)C3)cc1 | 1% | 15% | 1%
COc1ccc(NC(=O)CNc2cccc(C#N)c2)cc1Cl | 3% | 0% | 4%
Cc1ccc(OCc2ccoc2C(=O)O)cc1C | -13% | 10% | -9%
CC(CCc1ccco1)NC(=O)Cn1nc(Cc2ccncc2)c2ccccc2c1=O (stereo not drawn) | 10% | 5% | -20%
Oc1ccccc1Cn1c(-c2ccccc2O)nc2ccccc21 | -18% | -21% | nt
Cc1c(-n2c(SCC(=O)NC(C)C)nc3ccccc3c2=O)c(=O)n(-c2ccccc2)n1C | 13% | -1% | -1%
CC1Cc2ccccc2N1C(=O)CSc1nc(-c2ccco2)cc(C(F)(F)F)n1 (stereo not drawn) | 0% | 2% | -2%
COc1ccc(CN2CCC(Oc3cc(C(=O)NC4CC4)ccc3OC)CC2)c(O)c1 | -12% | 6% | -2%
Cc1c(Cl)c([N+](=O)[O-])nn1CCCC(=O)Nc1ccc(Cl)cc1Cl | -11% | 5% | -2%
Cc1ccc(S(=O)(=O)Nc2ccc3c(c2)CC(=O)N([C@H](C)CO)C[C@H](C)[C@H](CN(C)Cc2ccc4c(c2)OCO4)O3)cc1 | -16% | nt | -5%
Cc1ccc(S(=O)(=O)N2[C@@H](c3ccc(Br)cc3)C(C(=O)O)=CC[C@H]2c2ccc(C(C)C)cc2)cc1 | ? | nt | ?
O=c1[nH]ncc(NCCCO)c1Cl | 0% | 1% | -2%
CCOC(=O)c1cc2c(n(-c3ccc(C)cc3)c1=O)CCCC2=O | 10% | 8% | -3%

Overlap with the part before: 7 entries, then new ones.
SMILES | FEN1 inh | N370S GC mod | KAT2A inh
CC1Cc2ccccc2N1C(=O)CSc1nc(-c2ccco2)cc(C(F)(F)F)n1 (stereo not drawn) | 0% | 2% | -2%
COc1ccc(CN2CCC(Oc3cc(C(=O)NC4CC4)ccc3OC)CC2)c(O)c1 | -12% | 6% | -2%
Cc1c(Cl)c([N+](=O)[O-])nn1CCCC(=O)Nc1ccc(Cl)cc1Cl | -11% | 5% | -2%
Cc1ccc(S(=O)(=O)Nc2ccc3c(c2)CC(=O)N([C@H](C)CO)C[C@H](C)[C@H](CN(C)Cc2ccc4c(c2)OCO4)O3)cc1 | -16% | nt | -5%
Cc1ccc(S(=O)(=O)N2[C@@H](c3ccc(Br)cc3)C(C(=O)O)=CC[C@H]2c2ccc(C(C)C)cc2)cc1 | ? | nt | ?
O=c1[nH]ncc(NCCCO)c1Cl | 0% | 1% | -2%
CCOC(=O)c1cc2c(n(-c3ccc(C)cc3)c1=O)CCCC2=O | 10% | 8% | -3%
COc1ccc(Br)cc1CN(C)CC(=O)Nc1cccc(S(=O)(=O)N2CCCC2)c1 | 5% | nt | 6%
CCc1nnc(NS(=O)(=O)c2ccc(N/C=C\C(=O)c3ccc4ccccc4c3)cc2)s1 | ? | -6% | -9%
CCOc1ccc(C2/C(=C(/O)c3ccc4c(c3)CC(C)O4)C(=O)C(=O)N2CCCn2ccnc2)cc1OCC (stereo not drawn) | -3% | -6% | -2%
CC(Oc1ccccc1)C(=O)N=Nc1c(O)[nH]c2ccc([N+](=O)[O-])cc12 (stereo not drawn) | 10% | 3% | -16%
Cc1cc2ncc(-c3ncc(C(F)(F)F)cc3Cl)cn2n1 | 2% | -3% | 2%
Cc1nc2ccc(C(=O)OCc3ccccc3Br)cc2nc1C | -3% | -11% | -9%
O=C(C1COc2ccccc2O1)N1CCN(c2nc3ccc([N+](=O)[O-])cc3s2)CC1 (stereo not drawn) | -3% | 0% | -3%
O=C1CN(C(=O)COC(=O)CNC(=O)c2ccccc2)c2ccccc2N1 | 0% | -4% | 3%
CSCCC(C)N1CCC(Oc2ccc(C(=O)N3CCCC3)cc2)CC1 (stereo not drawn) | -4% | -8% | 3%
CC1CCc2c(sc(NC(=O)c3cc(-c4ccc(Br)cc4)on3)c2C(N)=O)C1 (stereo not drawn) | -1% | nt | -4%
Nc1ccc(S(=O)(=O)NC2(C(F)(F)F)NC(=O)N(Cc3ccccc3)C2=O)cc1 (stereo not drawn) | -5% | -16% | -1%
COc1cccc(OC(=O)CSc2nnc(-c3cccs3)o2)c1 | -4% | nt | -21%
COc1ccc(C=O)cc1COc1ccc(C)cc1[N+](=O)[O-] | -19% | 3% | -1%
O=C(CSc1nc2ccccc2nc1N1CCCC1)Nc1ccc(Cl)cc1 | 8% | 23% | -11%
COc1ccc(-c2noc(CSc3nnc(Cc4ccccc4)n3-c3ccc(Cl)cc3)n2)cc1 | -25% | 11% | -4%
O=C(COC(=O)c1cc(S(=O)(=O)Nc2ccccc2Cl)ccc1O)Nc1nc2ccccc2s1 | -14% | 9% | -14%
CCOC(=O)c1cccc(NC(=O)CSc2nc(N)cc(N)n2)c1 | -4% | -1% | -5%
COc1ccc(Oc2nnc(C)c3ccccc23)cc1 | 0% | nt | -2%
CSc1cccc(NC(=O)C2CCCN(S(=O)(=O)c3ccc(F)cc3)C2)c1 (stereo not drawn) | 6% | 0% | -10%
CN(C)C(=O)c1ccc(OCC(F)(F)F)nc1 | -2% | 16% | 3%
Cc1nc(SCC(N)=O)c(C#N)c(C)c1C | -9% | -4% | -12%
CN(CC(=O)Nc1ccccc1F)Cc1cccs1 | 0% | -3% | -4%
COc1ccc(CN2CCN(C3CCOCC3)CC2CCO)c(C)c1C (stereo not drawn) | -1% | 0% | 12%
COc1ccccc1C(=O)NCC(=O)NCCC(c1ccccc1)c1ccccc1 | -7% | nt | -3%
COCCNC(=O)C(c1cccnc1)N(Cc1ccccc1)C(=O)Cn1nnc2ccccc21 (stereo not drawn) | 23% | -6% | -4%
Cc1ccsc1C(=O)N/N=C/c1ccc([N+](=O)[O-])cc1 | -13% | 7% | 0%
O=C(c1cc(COc2c(F)cccc2F)on1)N1CCSCC1 | -3% | -29% | -2%
FC(F)(F)c1cccc(NC(=S)NCc2ccc(Cl)cc2)c1 | -10% | -13% | -7%
Cc1cc(C)n2nc(C(=O)OCC(=O)Nc3ccc(F)cc3F)nc2n1 | -1% | -2% | -8%
CCOC(=O)c1c(NC(=O)CN2CCCCC2)sc2c1CCC(C=O)=C2Cl | -6% | 4% | -1%
O=C(N/N=C\c1cc(Br)c(Br)o1)C1COc2ccccc2O1 (stereo not drawn) | 1% | 5% | -6%
COc1cc(C(=O)Nc2ccccc2N2CCOCC2)ccc1OCc1c(C)noc1C | -11% | 6% | -2%
CC(C)n1cnnc1SCC(=O)Nc1cccnc1Cl | -17% | nt | -2%
Nn1cnnc1SCC(=O)N1CCc2ccccc2C1 | -11% | nt | -2%
Oc1cccc(C2c3[nH]c4ccccc4c3CCN2Cc2ccc3c(c2)CCO3)c1 (stereo not drawn) | -19% | 1% | -4%
O=C(c1sccc1-c1ccccc1)N1CCN(S(=O)(=O)c2ccccc2)CC1 | 1% | -4% | -4%
CCOc1ccc2c(c1)N(C(=O)CN1C(=O)CCC1=O)C(C)(C)C=C2C | -1% | 6% | -5%
CC(C)CN(C(=O)c1cc2ccccc2o1)c1c(N)n(CC(C)C)c(=O)[nH]c1=O | 3% | 5% | -3%
C/C=C/c1c(F)c(F)c(Oc2ccc(C(=O)O)cc2)c(F)c1F | 0% | -8% | -15%
O=C(Nc1sc2c(c1C(=O)O)CCCCC2)c1cccnc1 | 18% | -7% | ?
O=C(CC1C(=O)NCCN1Cc1cccc(Oc2ccccc2)c1)NCC1CCOCC1 (stereo not drawn) | -3% | -11% | -4%
COc1cc(NCc2ccccc2)c2ncn(C(C)C)c2c1 | -18% | nt | 2%
O=C(Nc1nnc(C(F)(F)F)s1)c1cccnc1 | 6% | 7% | -4%
COC(=O)c1cc(C)sc1NC(=S)N1CCN(CCc2ccccc2)CC1 | -2% | 4% | 27%
COc1ccc(C(=O)Nc2c(C)csc2C(=O)O)cc1 | 6% | 9% | -3%
COC(=O)c1ccc(N2C(=O)Cc3cc(OC)c(OC)cc3C2c2ccc(F)cc2)cc1 (stereo not drawn) | -4% | nt | -3%
CCN1CCN(c2cc(C)c3cc(NC(=S)N4CC(C)CC(C)C4)ccc3n2)CC1 (stereo not drawn) | -4% | -9% | ?
Cn1c(=O)oc2cc(C(=O)c3ccccc3)ccc21 | 5% | 5% | ?
O=C(Nc1cc(S(=O)(=O)N2CCOCC2)ccc1N1CCOCC1)c1cnccn1 | 8% | 4% | 0%
Cc1ccc2nc(-c3cccc(NC(=O)CSc4ccc(Cl)cc4)c3)oc2c1 | -3% | nt | 1%

Bioassay records deposited in PubChem by National Center for Advancing Translational Sciences (NCATS).
